DAX1 inh-1 = DAX1 (NR0B1) inhibition, primary screen | HEK293T StAR-luciferase reporter, SF-1/DAX-1 repression relief | inhibition, % at 6.8 µM | hit rate 1.1% among 370,000 | AID 652010;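 active = inhibition above the mean over all tested compounds plus 3 SD, cut at about 3.6% in these data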;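 also: 0% = DAX-1 cells with DMSO and 100% = cells lacking DAX-1 with DMSO; higher inhibition means more luminescence from relief of DAX-1 repression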
sPLA2-III inh = Inhibits HGIII-sPLA2 liposome hydrolysis, primary screen; inhibition, % at 12.2 µM; hit rate 0.56% among 370,000; Q9NZ20; QFRET BODIPY PC-A2 liposome hydrolysis, fluorescence;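 active = inhibition above mean plus 3 SD of compounds lying within the high and low control bounds, cut at about 19% in these data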;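 also: 0% = median of test compound wells and 100% = no enzyme DMSO wells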
hcDAF12 agonist = activators of H. contortus DAF-12 nuclear receptor; HEK293 hcDAF-12 lit1-tk-luc reporter, luminescence; 0% DMSO, 100% Δ7-dafachronic acid; hit rate 1.4% among 370,000; activation, % at 6.8 µM;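 active = activation above the mean of all tested compounds plus 3 SD, cut at about 5.5% in these data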;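 also: 100% = response to 3 µM Δ7-dafachronic acid high control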
NR1D1 modulator = Rev-erb alpha (human) modulation; Rev-erbα–FITC-DNA binding, fluorescence polarization, 90 min; hit rate 0.79% among 370,000; P20393; activity, % at 10 µM;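 active = activity above about 14%, limit read from the data; passing the limit was not always enough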;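 also: 0% = DMSO wells with 35 nM protein and 100% = DMSO wells with 750 nM protein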
Target sequence (P20393 whole entry, looked up): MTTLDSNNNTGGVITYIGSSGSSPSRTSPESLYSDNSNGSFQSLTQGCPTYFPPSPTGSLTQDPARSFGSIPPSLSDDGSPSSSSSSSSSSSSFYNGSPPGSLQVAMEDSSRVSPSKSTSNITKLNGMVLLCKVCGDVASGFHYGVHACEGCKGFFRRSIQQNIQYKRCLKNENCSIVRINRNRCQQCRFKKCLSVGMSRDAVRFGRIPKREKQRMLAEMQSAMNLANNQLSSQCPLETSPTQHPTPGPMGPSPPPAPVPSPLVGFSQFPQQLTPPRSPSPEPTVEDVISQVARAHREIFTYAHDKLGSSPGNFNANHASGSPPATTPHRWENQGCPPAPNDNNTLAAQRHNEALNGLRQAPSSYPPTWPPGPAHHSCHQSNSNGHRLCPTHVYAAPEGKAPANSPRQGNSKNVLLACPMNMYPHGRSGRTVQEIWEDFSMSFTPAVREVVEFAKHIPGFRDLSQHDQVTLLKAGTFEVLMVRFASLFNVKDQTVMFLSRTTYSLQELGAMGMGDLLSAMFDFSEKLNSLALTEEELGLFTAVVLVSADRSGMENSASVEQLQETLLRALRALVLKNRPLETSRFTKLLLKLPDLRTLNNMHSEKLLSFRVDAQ
PLC-beta3 inh = inhibitors of human phospholipase C beta3 | Q01970 | Purified PLC-beta3, fluorogenic substrate, fluorescence | inhibition, % at 12.2 µM | hit rate 0.18% among 370,000 | AID 720704; in the data active = inhibition above about 11%;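 also: 0% = median of compound wells on plate and 100% = full blocker control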
GAA850 FXN act = increases GAA850 frataxin promoter reporter activity; activation, % at 6 µM; hit rate 0.56% among 360,000; AID 540364; HEK293 lucGAA850 FXN promoter luciferase reporter, 24 h; percent of 10 µM SAHA response;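 active = activation above the average of all compounds screened plus 3 SD, cutoff fixed separately per campaign, cut at about 7.5% in these data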;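 also: 0% = DMSO wells and 100% = 10 µM SAHA wells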
ssDAF-12 act = S. stercoralis DAF-12 activation, primary screen; hit rate 1% among 370,000; AID 652126; HEK293 ssDAF-12/GRIP1 lit1-tk-luc reporter, luminescence; % of 3 µM dafachronic acid response; activation, % at 6.8 µM;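 active = activation above the mean over all tested compounds plus 3 SD, cut at about 0.9% in these data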;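 also: 0% = DMSO-only wells and 100% = 3 µM delta7-dafachronic acid wells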
DAX1 inh-2 = NR0B1 (DAX1) inhibition; P51843; HEK293 Gal4-DAX1 luciferase reporter, luminescence; inhibition, % at 6.75 µM; hit rate 0.99% among 340,000; AID 504766;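 active = inhibition above the mean over all tested compounds plus 3 SD, cut at about 4.2% in these data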;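 also: 0% = DAX1-transfected cells with DMSO and 100% = empty-vector control cells with DMSO; inhibition shows as a rise in luminescence from relieved DAX1 repression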
Target sequence (P51843 207-470 limits assumed): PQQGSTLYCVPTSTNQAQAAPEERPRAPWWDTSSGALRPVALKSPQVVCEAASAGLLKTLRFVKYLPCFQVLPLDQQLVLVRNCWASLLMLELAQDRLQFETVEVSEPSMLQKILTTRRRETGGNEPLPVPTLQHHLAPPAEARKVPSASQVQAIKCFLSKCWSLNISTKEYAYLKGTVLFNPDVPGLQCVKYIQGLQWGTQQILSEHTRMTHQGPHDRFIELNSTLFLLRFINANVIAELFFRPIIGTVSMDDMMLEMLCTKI
hgDAF12 agonist = activates the H. glycines DAF-12 receptor ligand-binding domain | HEK293 GAL4-hgDAF12 UAS-luciferase reporter, agonist luminescence; normalized to butyrate control | activation, % at 6.8 µM | hit rate 1.8% among 370,000 | AID 687014;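 active = activation above a cutoff set at the mean of all screened compounds plus 3 SD, cut at about 10% in these data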;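 also: 0% = DMSO wells and 100% = sodium butyrate wells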
SMARCA2 act = activators of SMARCA2 function; MG213 cells, MMTV-luciferase reporter, dexamethasone, overnight; activation, % at 9.1 µM; hit rate 1% among 370,000; in the data active = activation above about 7.8%;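 also: 0% = vehicle wells and 100% = reference activator wells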
PG9 Ab binder = PG9 antibody binding by small molecule. hit rate 0.43% among 360,000. AID 624416. TR-FRET gp120-PG9 antibody binding. inhibition, % at 6.7 µM; in the data active = inhibition above about 8.5%
The depositor's hits bear a star; / = not tested or not shown; & = joins results of further samples.

SMILES	DAX1 inh-1	sPLA2-III inh	hcDAF12 agonist	NR1D1 modulator	PLC-beta3 inh	GAA850 FXN act	ssDAF-12 act	DAX1 inh-2	hgDAF12 agonist	SMARCA2 act	PG9 Ab binder
CC(=O)c1c(C)oc2ccc(NS(=O)(=O)c3ccc(C)cc3)cc12	-0.3	-1	-1.8	-1	-2	-0.3	-1.2	3.3	-0.2	-5	0.3
COc1ccc(C(=O)Nc2ccc(OC)c([N+](=O)[O-])c2)cc1Br	-1.0	-3	-2.9	-7	4	2.0	-1.9	0.5	0.1	-4	-3.4
CC1(C)CC(=O)c2cc(O)ccc2O1	-0.8	-9	-0.1	6	-42	-1.6	-0.6	0.1	-3.1	3	0.1
OC(COc1cccc2ccccc12)CN1CCN(c2ccccc2)CC1 (stereo unspecified)	-0.2	-8	-2.4	8	-1	1.9	-0.8	0.7	-0.6	-3	-1.1
COc1ccccc1CNC(=O)C1CC2Cn3c(nc4ccccc43)C2N1C (stereo unspecified)	-0.3	5	-0.8	-1	3	-0.1	-1.6	0.0	2.0	1	0.2
CC(=O)N1CCN(CC(=O)Nc2c(Cl)cccc2Cl)CC1	1.1	3	-1.4	-4	-1	-1.4	-1.4	0.2	-1.4	-1	-1.5
COc1ccc(CCNC(=O)COC(=O)c2ccc[nH]c2=O)cc1	0.0	7	-1.0	2	-1	-4.5	-0.7	0.4	8.8	-1	-0.5
N#C/C(=C\c1cn[nH]c1-c1ccccc1Br)C(=O)O	-0.8	-2	-1.3	-1	-1	0.3	-1.3	0.2	-1.0	0	-0.5
O=C(NCc1ccccc1Cl)c1ccc(Br)o1	-0.1	-4	0.3	-3	-4	-1.2	-1.6	0.1	1.2	-2	-0.5
C=CCN1C(=O)/C(=C2\SC(N3CCOCC3)=NC2=O)c2cc(Br)ccc21	-0.6	5	-0.1	2	4	1.5	-0.9	-0.4	0.7	3	-2.2
COC(=O)NNC(=O)CCCOc1ccc(Cl)cc1Cl	0.1	4	1.5	-1	3	-0.8	-0.4	0.8	-3.3	0	-0.9
Cc1cccc(CN2CCN(C(c3ccccc3)c3ccc(Cl)cc3)CC2)c1 (stereo unspecified)	1.2	-12	-0.8	-4&0	5	0.2	-0.9	-1.2	-1.3	-4	-1.6
COc1cc2[nH]c(=S)n(Cc3ccc(F)cc3)c(=O)c2cc1OC	-0.9	5	-0.2	16	-6	-0.9	-1.2	-0.7	0.1	-1	1.9
Cc1cc(=O)oc2cc(Oc3ncccn3)ccc12	-0.7	-3	-1.4	6	-55	0.8	-1.1	-0.7	1.2	-3	-0.1
O=C(c1ccco1)N(Cc1ccc([N+](=O)[O-])cc1)c1ccc(Br)cc1	-0.4	4	-1.6	-2	-2	3.5	-1.2	0.7	-0.1	-2	-1.4
O=c1n(CC2CO2)c(=O)n(CC2CO2)c(=O)n1CC1CO1 (stereo unspecified)	-1.6	3	-1.1	-3	-2	1.1	-1.3	-0.9	3.6	0	1.2
O=C(CCc1nc2sc3c(c2c(=O)[nH]1)CCCC3)NCCOc1ccccc1	1.2	-3	-0.1	-4	-26	-0.1	-0.8	1.8	3.0	-1	24*
NC(=S)N1N=C(c2ccccc2)CC1=O	-1.6	-18	-1.1	-6	-1	0.4	-0.8	1.3	-3.5	-7	1.5
Cn1nc(-c2ccc(C(=O)NCC3CCCO3)cc2)c2ccccc2c1=O (stereo unspecified)	-0.9	-2	1.8	5	-1	2.0	-0.8	0.5	0.4	-1	-2.4
C=CC[C@@H](CC(=O)N[C@@H](CO)Cc1ccccc1)C(=O)N[C@H](COC(=O)[C@@H](CC=C)Cc1ccc(F)cc1)Cc1c[nH]c2ccccc12	-0.3	-102	-2.7	-2	4	-4.0	-1.6	1.1	-1.8	-1	0.9
O=C(NCCCc1ccccc1)OC1CCC12CCC(c1ccccc1)CC2 (stereo unspecified)	0.0	6	-1.3	5	-1	/	-1.5	/	-0.8	-2	/
O=C1c2ccccc2C(=O)N1CC1CO1 (stereo unspecified)	0.6	11	-0.8	-6	0	0.5	-1.3	1.1	-2.6	-4	1.1
COc1cccc(NC(=O)CCC2CCN(C(=O)c3sccc3C)CC2)c1	-1.1	-4	-1.5	-7	-3	-2.1	-1.0	-0.7	0.2	-1	-2.0
CC(C)(C)Cc1nnc(NS(=O)(=O)c2ccc(F)cc2)s1	-0.2	-18	2.8	-2	3	0.6	-0.1	-0.3	1.0	-5	1.2

Reformatted: four of the compounds above.
| structure | DAX1 inh-1 | sPLA2-III inh | hcDAF12 agonist | NR1D1 modulator | PLC-beta3 inh | GAA850 FXN act | ssDAF-12 act | DAX1 inh-2 | hgDAF12 agonist | SMARCA2 act | PG9 Ab binder |
| --- | --- | --- | --- | --- | --- | --- | --- | --- | --- | --- | --- |
| COc1cc2[nH]c(=S)n(Cc3ccc(F)cc3)c(=O)c2cc1OC | -0.9 | 5 | -0.2 | 16 | -6 | -0.9 | -1.2 | -0.7 | 0.1 | -1 | 1.9 |
| O=C1c2ccccc2C(=O)N1CC1CO1 (stereo unspecified) | 0.6 | 11 | -0.8 | -6 | 0 | 0.5 | -1.3 | 1.1 | -2.6 | -4 | 1.1 |
| Cc1cc(=O)oc2cc(Oc3ncccn3)ccc12 | -0.7 | -3 | -1.4 | 6 | -55 | 0.8 | -1.1 | -0.7 | 1.2 | -3 | -0.1 |
| CC(C)(C)Cc1nnc(NS(=O)(=O)c2ccc(F)cc2)s1 | -0.2 | -18 | 2.8 | -2 | 3 | 0.6 | -0.1 | -0.3 | 1.0 | -5 | 1.2 |

Remaining list, next part:
SMILES	DAX1 inh-1	sPLA2-III inh	hcDAF12 agonist	NR1D1 modulator	PLC-beta3 inh	GAA850 FXN act	ssDAF-12 act	DAX1 inh-2	hgDAF12 agonist	SMARCA2 act	PG9 Ab binder
CCNC(=S)N1CCN(S(=O)(=O)c2cccc(C(F)(F)F)c2)CC1	0.1	8	-0.4	-5	1	1.1	-0.4	-0.8	3.6	-2	-0.1
Cc1ccc(S(=O)(=O)N2CCCCC2)cc1NC(=O)c1ccco1	-0.3	0	-1.3	7	3	1.0	-0.8	1.5	-0.7	0	0.4
CCCn1c(C)cc(-c2csc(NC(=O)CCc3nc4ccccc4c(=O)[nH]3)n2)c1C	2.0	1	-0.7	-17	-49	0.4	-1.1	-0.4	-0.2	-2	-0.4
CCCCCCc1ccc(N2C[C@H](C)[C@@H](CC(=O)NCc3ccccc3)C2=O)cc1	0.0	0	-1.8	-4	-1	-1.3	-1.2	0.2	2.3	0	-1.9
O=C(CSCc1ccccc1Cl)NN=C1CCCCCC1	0.0	-3	-1.2	1	-1	1.1	-0.9	3.1	-1.5	-4	1.2
Cc1ccc(N(CC(=O)NCc2ccco2)C(=O)CCC(=O)Nc2nccs2)c(C)c1	0.1	-13	-0.8	-2	-4	1.8	-0.9	0.0	-0.1	-4	-2.1
CCOC(=O)C1CCN(C(=O)c2cccc(NC3=NC4CS(=O)(=O)CC4S3)c2)CC1 (stereo unspecified)	0.3	2	2.4	9	3	7.5	-1.0	1.9	-1.2	-1	-0.3
CC(C)(C)c1cc(NCc2ccccn2)n2ncc(-c3ccc(Cl)cc3)c2n1	0.6	14	-0.8	12	-65	0.0	-0.7	-1.5	0.1	-6	-0.5
COc1ccc(-n2c(=O)cc(N3CCN(c4ccccc4OC)CC3)[nH]c2=O)cc1	0.2	4	-2.0	-8	3	-1.9	-0.9	3.3	-2.4	-4	-2.5
CC(NC(=O)NC1CCCCC1)C(c1cccs1)N1CCN(c2ccccc2)CC1 (stereo unspecified)	-0.1	11	0.6	0	2	-1.4	-1.4	0.0	0.5	-1	0.7
COc1cccc(N/C=C/c2onc(C)c2[N+](=O)[O-])c1	0.3	-2	0.1	-9	3	2.3	-0.9	0.1	3.9	0	-2.6
Cc1ccc(S(=O)(=O)N2CCC(C(=O)OC(C)C(=O)NC3CCCCC3C)CC2)cc1 (stereo unspecified)	-0.9	-6	0.0	3	-3	-0.2	-1.1	0.5	1.0	-2	0.7

Some of these compounds in order of heavy-atom count, falling.
SMILES	DAX1 inh-1	sPLA2-III inh	hcDAF12 agonist	NR1D1 modulator	PLC-beta3 inh	GAA850 FXN act	ssDAF-12 act	DAX1 inh-2	hgDAF12 agonist	SMARCA2 act	PG9 Ab binder
CCCn1c(C)cc(-c2csc(NC(=O)CCc3nc4ccccc4c(=O)[nH]3)n2)c1C	2.0	1	-0.7	-17	-49	0.4	-1.1	-0.4	-0.2	-2	-0.4
CC(NC(=O)NC1CCCCC1)C(c1cccs1)N1CCN(c2ccccc2)CC1 (stereo unspecified)	-0.1	11	0.6	0	2	-1.4	-1.4	0.0	0.5	-1	0.7
CCNC(=S)N1CCN(S(=O)(=O)c2cccc(C(F)(F)F)c2)CC1	0.1	8	-0.4	-5	1	1.1	-0.4	-0.8	3.6	-2	-0.1
COc1cccc(N/C=C/c2onc(C)c2[N+](=O)[O-])c1	0.3	-2	0.1	-9	3	2.3	-0.9	0.1	3.9	0	-2.6

(further entries)
SMILES	DAX1 inh-1	sPLA2-III inh	hcDAF12 agonist	NR1D1 modulator	PLC-beta3 inh	GAA850 FXN act	ssDAF-12 act	DAX1 inh-2	hgDAF12 agonist	SMARCA2 act	PG9 Ab binder
Cc1cc(C)n2nc(-c3cccnc3)nc2n1	-0.1	4	-1.4	2	5	-1.4	-1.3	0.2	-1.5	7	0.0
COc1cc(CNCc2cccs2)ccc1OCc1ccccc1	0.0	-20	1.1	3	7	-1.9	-0.9	-0.2	4.0	-2	-2.6
COCCN(CCOC)Cc1cc(=O)oc2cc(C)c(Cl)cc12	0.0	-1	-1.1	3	-19	/	-0.9	/	-0.1	-2	-1.2
COc1ccc(Nc2nc(CC(C)=O)ns2)cc1	0.5	-7	0.9	0	3	3.3	-1.0	0.6	6.8	3	1.0
O=C(O)c1ccccc1NC(=O)C1CCN(S(=O)(=O)c2ccc3c(c2)OCCO3)CC1	1.3	-12	-0.2	13	-1	0.2	-0.6	0.3	2.4	-2	0.0
Cc1ccc(CNC(=O)CSc2nc(N3CCCCC3)nc(N3CCCCC3)n2)cc1	0.1	-2	0.2	-1	1	-1.9	-1.4	1.5	0.7	0	0.3

2 entries drawn at random from the list so far, as already listed:
SMILES	DAX1 inh-1	sPLA2-III inh	hcDAF12 agonist	NR1D1 modulator	PLC-beta3 inh	GAA850 FXN act	ssDAF-12 act	DAX1 inh-2	hgDAF12 agonist	SMARCA2 act	PG9 Ab binder
Cc1cc(C)n2nc(-c3cccnc3)nc2n1	-0.1	4	-1.4	2	5	-1.4	-1.3	0.2	-1.5	7	0.0
Cc1ccc(CNC(=O)CSc2nc(N3CCCCC3)nc(N3CCCCC3)n2)cc1	0.1	-2	0.2	-1	1	-1.9	-1.4	1.5	0.7	0	0.3

Compound activity deposited in PubChem by several laboratories.
